High-throughput results from PubChem.
H9c2 TAG inh: inhibitors of triacylglycerol accumulation, primary screen, cell-based, uHTS, fluorescence, H9c2; H9c2 cells, Nile Red lipid (TAG) fluorescence; cells loaded with 200 µM oleic acid; inhibition, % at 12.5 µM; actives 0.66% (n = 230,000); AID 651582, 2012;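 active = pattern-corrected inhibition of lipid staining of at least 50% with the nuclear-stain viability signal not falling by more than 50%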;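 note: 0% = DMSO wells and 100% = triacsin C control wells; some results filed as inactive read as strong as hits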
H9c2 TAG inh DAPI viability: also measured in H9c2 TAG inh; calls as there; DAPI nuclei signal change (viability), lower = more cytotoxic, %;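 whole-well DAPI fluorescence read on a plate reader as a viability signal; minus 50 percent equals half of cells still viable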
* marks the source's active call; other numbers are inactive results.

SMILES	H9c2 TAG inh	H9c2 TAG inh DAPI viability
CC(C(=O)Nc1ccccc1C(=O)O)n1c(C(F)(F)F)nc2ccccc21 (stereo not given)	-22	6
Cc1ccc(S(=O)(=O)N2CCCCC2)cc1NC(=O)CN1CCCC1c1cccs1 (stereo not given)	6	-7
CCOc1ccc(S(=O)(=O)NCCC(=O)OCC(=O)c2ccc[nH]2)cc1	-18	3
Cc1cc(C)c(N=C2CCCN2Cc2ccccc2)c(C#N)c1	4	4
CCOC(=O)CSc1nc2cc(OC)ccc2cc1C#N	-4	9
Cc1cccc(NC(=O)CCc2ccccc2)c1C	-5	-2
COc1ccc(CNC(=O)C2(C)Cc3c(-c4ccccc4)ccnc3O2)cc1OC (stereo not given)	8	-6
O=C(Cn1ccc(=O)[nH]c1=O)Nc1ccc(O)c([N+](=O)[O-])c1	0	9
CC(C)(C)C(=O)COC(=O)c1cc(-c2cccnc2)nc2ccccc12	5	4
O=C(OCCN1CCOCC1)c1ccc(OCCN2CCOCC2)cc1	3	4
Cn1/c(=N\NC(=O)c2ccccc2Cl)sc2ccccc21	6	2
C/C(=N\NC(=O)CN1CCN(Cc2ccccc2)CC1)c1ccncc1	11	-10
CCNC(=O)N(C)c1c(CC)nc2ccc(C(=O)N3CCN(S(=O)(=O)CC)CC3)cn12	11	-2
CCOc1ccc(CCNS(=O)(=O)c2c(C)n[nH]c2C)cc1OCC	-2	12
CCS(=O)(=O)c1ccc(C=NNc2nc3ccccc3o2)cc1	5	3
Cc1ccc(NC(=O)/C(C#N)=C/c2ccccc2C(F)(F)F)cc1	-8	-5
O=C1OC[C@H]2CCCN2C(=O)[C@@H](CC(=O)N(CCO)Cc2ccccc2)C/C=C\C[C@H]1Cc1ccc(F)cc1	17	-3
O=S(=O)(c1ccccc1)N1CCC(O)(CSc2ccc(Cl)cc2)CC1	-18	1
CN1CCN(C2Cc3cc(F)ccc3Sc3ccc(Cl)cc32)CC1 (stereo not given)	-8	23
O=C(CSCc1ccccc1)N1CCN(S(=O)(=O)c2ccc(F)cc2)CC1	3	-5
CCOc1ccccc1NC(=O)CSc1nc(N)c(C#N)cc1C#N	-7	-5
Cc1ccc(/C=N\NC(=O)C2COc3cc4ccccc4cc3O2)o1 (stereo not given)	4	8
Cc1ccc(SCCOCCN2CC(C)OC(C)C2)cc1 (stereo not given)	-5	-8
CCc1ccccc1NC(=O)C1=CC(c2ccc(OC)c(OC)c2)=NS(=O)(=O)N1C	13	-8
CCOC(=O)N1CCN(c2ccc(F)cc2[N+](=O)[O-])CC1	2	-3
Continuation.
SMILES	H9c2 TAG inh	H9c2 TAG inh DAPI viability
CC1=C(C(=O)N(C)C)CC(CC(=O)NCCN2CCOCC2)C(=O)N1CCC1=CCCCC1 (stereo not given)	-8	0
O=C(NC(=S)NCCc1ccccc1)c1ccco1	-20	-5
COc1cccc(C(=O)OCC(=O)Nc2cc(C)on2)c1OC	6	-2
COc1ccc(C(=O)CSc2ncnc3nc[nH]c23)cc1	-9	7
COc1cccc(NC(=O)N2CCC(n3nnc4ccccc43)CC2)c1	-38	13
Cc1c(C(=O)NCC2CCCO2)oc2c(Cl)cccc12 (stereo not given)	12	-6
CC(C)(C)NC(=S)N/N=C/c1cc(Br)c(O)c(Br)c1	7	-9
NC(=O)CN1C(=O)C(O)(CC(=O)c2ccccc2O)c2ccccc21 (stereo not given)	0	0
CCN(CC)C(=O)C1=C(C)N(Cc2ccccc2)C(=O)C(CC(=O)NC(c2ccccc2)c2ccccc2)C1 (stereo not given)	22	-1
COCCNC(=O)CSc1ccccc1C(=O)O	-2	5
CCCC1O[C@@H]2CC3C4CCC5=CC(=O)C=C[C@]5(C)C4C(OC(C)=O)C[C@]3(C)[C@]2(C(=O)COC(C)=O)O1 (stereo not given in full)	32	-1
Cc1nn(C)cc1CNC(=O)c1cccc(Br)c1	2	15
CC(=O)c1cccc(NC(=O)C2CC(c3ccc(F)cc3)=NO2)c1 (stereo not given)	15	-1
CCOC(=O)c1[nH]c(C)c(/C(O)=C2\C(=O)C(=O)N(CCN(C)C)C2c2ccncc2)c1C (stereo not given)	4	2
Cc1ccc(-c2noc(CC(c3ccccc3)c3ccccc3)n2)cc1	-32	-1
COC(=O)c1cc(CSc2nnc(NC3CCCCC3)s2)oc1C	2	-2
CC(=O)N/C(=C\c1ccc(F)cc1)C(=O)NC(Cc1ccccc1)C(=O)O (stereo not given)	3	-4
CCOC(=O)C(O)(NC(=O)c1cccnc1)C(F)(F)F (stereo not given)	-6	0
CN1CCCCCC1=Nc1ccccc1C#N	3	5
O=C(c1ccco1)N1CCN(S(=O)(=O)c2ccc([N+](=O)[O-])cc2)CC1	-10	2
CCC(C(=O)Nc1ncc(C)s1)c1ccccc1 (stereo not given)	-3	-4
CCNC(=O)C1CCCN(C(=O)c2ccc3c(c2)CCO3)CC1 (stereo not given)	0	-4
O=[N+]([O-])c1ccc(N2CCCC2)cc1NC(c1ccccc1)c1ccccc1	-9	-12
O=C(NC1(C(F)(F)F)Oc2ccccc2O1)N1CCCC1	4	14
COc1ccc(NC(=O)CSc2ccc([N+](=O)[O-])cc2)cc1S(=O)(=O)N1CCOCC1	-7	-4
Next structures
SMILES	H9c2 TAG inh	H9c2 TAG inh DAPI viability
COc1ccc(NC(=O)COC(=O)c2c3c(nc4ccccc24)CCCC3)cc1Cl	26	-8
CCn1ncc(Br)c1C(=O)Nc1cccc(F)c1	-2	8
COc1cccc(NC(=O)CSc2nc3c(c(=O)n2C)SC(C)C3)c1 (stereo not given)	-2	-10
CCN(CC(O)COCc1ccc(Cl)cc1)C1CCCCC1 (stereo not given)	8	0
COc1ccc(C(=S)N2CCOCC2)cc1OC(=O)c1cc([N+](=O)[O-])c(C)c([N+](=O)[O-])c1	7	-6
CCOC(=O)c1c(C)[nH]c(C(=O)COC(=O)CNC(=O)c2ccc(Cl)cc2)c1C	6	3
CCCS(=O)(=O)NC(=O)C1(C)CCN(C(=O)c2ccnc(Cl)c2)C1 (stereo not given)	4	0
COc1cccc(S(=O)(=O)N(C)C[C@@H]2OCc3cnnn3CCCC(=O)N([C@H](C)CO)C[C@H]2C)c1	-6	2
Cc1cc(C)c(S(=O)(=O)NCc2ccc3c(c2)OCO3)c(C)c1	-7	1
COc1ccccc1Sc1nc(-c2ccccc2)ncc1OC	-2	6
CC1(C)Cc2c(c(N3CCOCC3)nc3sc4c(NCCN5CCOCC5)nnnc4c23)CS1	21	-3
COc1ccc(NC(=O)CC2C(=O)N(C)C(=S)N2CCc2ccc(F)cc2)cc1 (stereo not given)	-6	6
O=C(CN1C(=O)NC2(CCc3ccccc32)C1=O)c1cccs1 (stereo not given)	-2	-5
CC(=O)Oc1ccc(-c2ccc(C(=O)OCC(=O)c3c(N)n(C)c(=O)n(C)c3=O)cc2)cc1	11	-3
CN(c1ccccc1)S(=O)(=O)c1cccc(NC(=O)C2=NNC(=O)CC2)c1	-16	10
Cc1cc(/C=C(\C#N)C(=O)O)c(C)n1CC1CCCO1 (stereo not given)	-1	7
CC(C)CC(=O)Nc1ccc(C(=O)COC(=O)C2=COCCO2)cc1	-9	0
Cc1ccc(C(=O)Nc2ccc3cn[nH]c3c2)cc1S(=O)(=O)N1CCCCC1	-48	2
Cc1nc2cc(C(F)(F)F)ccc2n1C1CCN(C(=O)N2CCOCC2)CC1	2	7
O=S1(=O)CC2SC(=S)N(Cc3ccccc3)C2C1 (stereo not given)	-6	10
CSc1ncnc2sc(C)c(C)c12	-1	-5
CCc1ccc2oc(-c3cccc(NC(=O)c4cccnc4)c3)nc2c1	13	6
COc1ccc(CN2CCC(C)(Oc3ccc4c(c3)OCO4)C2)c2ccccc12 (stereo not given)	-10	0
CC(C)COC(=O)N1CCCCC1c1cc(C(=O)Nc2ccccc2)no1 (stereo not given)	-12	8
CCOc1ccccc1NC(=O)C(C)SCc1ccccc1 (stereo not given)	-27	0
(next part)
SMILES	H9c2 TAG inh	H9c2 TAG inh DAPI viability
O=C(c1ccccc1)N1CCN(CC(O)Cn2ccc3ccccc32)CC1 (stereo not given)	2	-4
c1ccc(Sc2ncnc3c2oc2ccccc23)nc1	-2	-3
CCOC(=O)c1sc2nc(NC(=O)C3CCCCC3)sc2c1C	26	-6
Cc1ccccc1NC(=O)c1ccc(NC(=O)C2CC(=O)OC23CCCCC3)cc1 (stereo not given)	-9	1
O=c1c2c(nc3c(-c4ccc(Cl)cc4)c[nH]n13)CCC2	7	2
COc1ccc(NC(=O)C(=O)c2cn(CC(=O)N3CCCC3)c3ccccc23)cc1OC	17	-10
Nc1cnnc(N/N=C\c2ccccc2)c1Cl	3	-3
Cc1ccc(C(=O)Nc2nnn(C)n2)cc1	3	-20
COc1ccccc1NS(=O)(=O)c1ccc(C(N)=O)cc1	-12	2
Clc1ccccc1-c1nnc2n1CCCCC2	4	-3
COc1ccc(C(=O)COC(=O)c2ccc(NC(=O)c3ccccc3)cc2)cc1	5	-3
Cc1nnc(SCc2cc(=O)oc3ccc4ccccc4c23)n1Cc1ccccc1	-10	9
CCOCCCNCc1cn(-c2ccc(F)cc2F)nc1-c1ccccc1C	5	1
Cc1nc(SCc2c(F)cccc2Cl)c2c(=O)n(C)c(=O)n(C)c2n1	18	-13
CCOc1ccccc1N(CC(=O)N1CCC(C(N)=O)CC1)S(=O)(=O)c1ccc(SC)cc1	11	-4
Cc1ccc(-c2cc(C(=O)N3CCCC(C(F)(F)F)C3)c3ccccc3n2)o1 (stereo not given)	-24	53
O=C1C2CCCN2C(c2ccccc2F)N1c1ccc(Cl)cc1 (stereo not given)	-13	-1
COc1ccccc1C(=O)COC(=O)Cn1[nH]c(=O)c2ccccc2c1=O	7	-6
COc1ccc(S(=O)(=O)N2CCCC(C(=O)O)C2)cc1 (stereo not given)	8	-4
C/C(CC(C)C)=N\NS(=O)(=O)c1ccc(C)c([N+](=O)[O-])c1	8	-2
Cc1ccsc1C(=O)NC1CCCN(Cc2ccc(Cl)cc2)C1 (stereo not given)	-15	3
C#Cc1ccc(CN2CCN(Cc3ccsc3)C(CCO)C2)cc1 (stereo not given)	3	5
CCn1c(C)nc2cc(N)ccc21	6	6
Cc1cccc(C(=O)Oc2ccc3ccc(O)cc3c2)c1	15	-6
Cc1cccc(C)c1NC(=O)CN(C)C(=O)CC1CC2CCC1C2 (stereo not given)	-18	-3
(cont.)
SMILES	H9c2 TAG inh	H9c2 TAG inh DAPI viability
CC(O)COc1ccc(/C(=N/O)c2ccccc2)cc1 (stereo not given)	12	-9
C[C@@H]1CN([C@H](C)CO)C(=O)CCCn2nncc2CO[C@H]1CN(C)Cc1cccc2c1OCCCO2	0	-7
CN1C(=O)/C(=C/c2ccccc2OCc2cccc(F)c2)NC1=S	2	-4
CC1(C)Cc2c(C#N)c(SCC(=O)c3ccccc3)nc(N3CCOCC3)c2CO1	36	0
Cc1c(F)cccc1NC(=O)CCCCCC1NC(=O)NC1C (stereo not given)	-13	-8
CCCc1c(C(=O)Nc2ccc(OC)cc2)cnn1-c1ccccc1	-10	2
C/C(=N/NC(=O)c1ccc2c(c1)OCO2)c1cccc([N+](=O)[O-])c1	-15	-2
CSc1nc(N)nc2c1ncn2CC(=O)NCC1CCCO1 (stereo not given)	1	-7
CCOc1ccc(NC(=O)Nc2cccn(Cc3ccccc3)c2=O)cc1	5	-7
NS(=O)(=O)c1ccc(NC(=O)c2ccc3nccnc3c2)cc1	5	5
O=C(CSc1nc2ccc(N3CCOCC3)cc2c(=O)n1CCc1ccccc1)NCC1CCCO1 (stereo not given)	8	15
CCOC(=O)c1cnc2c(C(F)(F)F)cccc2c1N1CCOCC1	-3	2
COC(=O)c1sccc1-n1cccc1C(=O)C(=O)Nc1ccc(F)cc1	-6	-7
CC(=O)C[C@H](O)CC(=O)[C@H]1OC(=O)CCCCCc2ccccc21	5	3
Cc1ccccc1OCC(=O)N/N=C/c1ccco1	23	-17
Cc1ccc(C)n1-c1ncn[nH]1	-2	-7
Cc1csc2nc(CNS(=O)(=O)c3ccc4c(c3)CCCC4)cn12	-17	-2
CCOC(=O)CNC(=O)C1Cc2ccccc2CN1S(=O)(=O)c1cccs1 (stereo not given)	0	-1
Cc1cc(C)n(CC(=O)NCc2ccccc2)c(=O)c1C#N	1	5

This is a subset. The share of hits here may be higher or lower than overall.
